Source: PubChem BioAssay (The Scripps Research Institute Molecular Screening Center)
TTR transcr act – TTR transcription activators in neuroblastoma reporter cells, primary screen, cell-based, luminescence, SH-SY5Y, TTR promoter Gaussia luciferase; 100% = recombinant luciferase protein wells; activation, % at 16.7 µM; 92,000 compounds, 1.3% hits; AID 1117267, 2014;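 active means activation above the mean of all tested compounds plus 3 SD, cut at about 9.5% in these data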;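 further: cells exposed to compounds for one day before reading; 0% = median of all test compound wells on the plate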
* hit, by the source's call.

molecule,TTR transcr act
COC(=O)C1CCN(C2CN(Cc3ccc(C)cc3)S(=O)(=O)C2)CC1 (stereo not drawn),-2.2
Oc1ccc(/C=N\Nc2cc(N3CCOCC3)nc(N3CCOCC3)n2)c(O)c1,-0.5
COc1ccc(N(C(=O)C2CCCCC2)C2C=CS(=O)(=O)C2)c(OC)c1 (stereo not drawn),-3.1
Cc1ccc(S(=O)(=O)N2[C@@H](c3ccc(Br)cc3)C(C(=O)O)=C[C@H]2CC2CCCC2)cc1,-1.8
COc1cc2c3c(c1)/C(=C1/SC(NC(C)=O)=NC1=O)C(=O)N3C(C)(C)C=C2C,3.7
CCCCCCCCN1C(=O)[C@@H](CC(=O)N2CCCC2)C[C@@]2(C(=O)OC)C1=C[C@H](C(C)C)O[C@@H]2C1CC1,-1.8
O=C(CN(CCc1ccccc1)C(=O)CNS(=O)(=O)c1ccccc1)NCc1ccco1,1.3
CCOC(=O)N1CCC(NC(=O)CC(NS(=O)(=O)c2ccc(Cl)cc2)c2ccco2)CC1 (stereo not drawn),-5.9
CC1CCCC(CC(N)=O)CC1 (stereo not drawn),0.5
CCCC1CCC2(CC1)CCC2OC(=S)NCc1cccc(F)c1 (stereo not drawn),0.3
CC(C)C(=O)Nc1ccc(C(=O)NNC(=S)NC(=O)c2ccco2)cc1,-0.8
CCOc1ccc2oc(C(=O)N(C)CC(=O)Nc3ccc(OCC)c(OCC)c3)c(C)c2c1,-2.0
N#Cc1nc(-c2cccs2)oc1NCc1ccc(Cl)cc1,-2.6
CC1(C)C(=O)Nc2ccccc2N1C(=O)COC(=O)COc1ccc(C#N)cc1,0.2
NC(=O)c1ccc(NC(=O)c2cccc3c2OCCCO3)cc1,0.4
Cc1cc(C)c(OCC(=O)OCC(=O)N2CCc3ccccc3C2)c(C)c1,0.0
O=Cc1cn(-c2ccccc2)nc1-c1cccnc1,-0.9
O=C(CCC(=O)N1CCN(c2ccc(F)cc2)CC1)c1ccc(F)cc1,4.0
CCc1nc(N=Nc2c(O)[nH]c3ccccc23)c2c3c(sc2n1)CCC3,-2.0
NS(=O)(=O)c1ccc(-c2ccc(C=NC3CCS(=O)(=O)C3)o2)cc1 (stereo not drawn),2.8
Cc1cc(N2CCN(C(=O)c3cccs3)CC2)c(F)cc1[N+](=O)[O-],0.1
CCOC(=O)C1CCN(C(=O)c2ccccc2)C(CC)C1=O (stereo not drawn),1.1
Cc1ccc2nc(SC(C(=O)Nc3ccc(F)cc3)c3ccccc3)[nH]c2c1 (stereo not drawn),-3.9
CC(C)c1ccc(N(CC(=O)NCC2CCCO2)C(=O)CCC(=O)Nc2nccs2)cc1 (stereo not drawn),1.5
CC1=CC(C)(C(Cl)Cl)C(C)=CC1=O (stereo not drawn),-0.6
Cc1cccc(NC(=S)NC2CC3CCCC(C2)N3CC(C)C)c1C (stereo not drawn),1.3
CCOc1ccc(N2C(=O)CC(NCc3ccc(F)cc3)C2=O)cc1 (stereo not drawn),-1.8
CCNc1nc(C)nc2c1cnn2C,0.1
FC(F)(F)c1ccccc1Cc1c(-c2ccc(Cl)cc2)nc2ccc(Br)cn12,-0.5
c1ccc(-c2csc(Nc3cccnc3)n2)nc1,-1.0
CC1CCN(C(=O)c2[nH]cnc2C(=O)Nc2ccc(Cl)cc2)CC1,0.5
O=C(O)c1cccnc1SCC(=O)N1CCCc2ccccc21,7.2
Cc1ccc(OCCCN2CCCC2)c(C)c1,-1.2
COC(=O)N1CCN(S(=O)(=O)c2ccc(F)cc2)CC1,-0.9
CC(C)(O)C1CC[C@@](C)([C@@H]2CC[C@]3(C)[C@H]2[C@H](O)CC2[C@@]4(C)CCC(O)C(C)(C)C4C(OC4OC(CO)C(O)C(O)C4O[C@@H]4OCC(O)C(O)C4O)C[C@]23C)O1 (stereo partly drawn),3.5
CCN(C(=O)c1ccco1)c1nnc(-c2cccnc2)s1,0.0
CCOC(=O)C(c1ccccc1)C(Nc1ccc(F)cc1)c1ccccn1 (stereo not drawn),1.8
Cc1csc2ncc(C(=O)Nc3cccc(C(F)(F)F)c3)c(=O)n12,-0.7
O=C(CN1C(=O)NC2(CCCC2)C1=O)OCc1cc(=O)n2cc(Br)ccc2n1,-0.6
N#CCCn1cc(C(=O)O)c(-c2ccc3ccccc3c2)n1,-0.8
CC(C)(C)NC(=O)C(c1ccc(O)cc1)N(C(=O)Cn1nnc(-c2ccc(F)cc2)n1)c1ccccc1F (stereo not drawn),-0.4
CN1C(=O)C(O)(CC(=O)c2cccs2)c2ccccc21 (stereo not drawn),18.2*
COc1cc(Cl)ccc1OCc1cc(C(=O)N[C@H]2CCCCNC2=O)no1,-1.1
O=C1[C@H]2[C@@H](c3ccc(F)cc3)N3C(=O)N(c4cccc(F)c4)C(=O)[C@@]3(Cc3ccc(Cl)cc3)[C@H]2C(=O)N1C1CCCCC1,-5.2
CC(C)(C)c1ccc(S(=O)(=O)N2CCN(Cc3cc4c(cc3O)OCO4)CC2)cc1,14.8*
O=C(N/N=C/c1ccsc1)c1cc2ccccc2o1,-1.9
CN1CCN(C(=O)C2CCN(S(=O)(=O)c3ccc(F)cc3)CC2)CC1,1.9
O=C(c1cnn2c(C(F)F)cc(C3CC3)nc12)N1CCOCC1,3.9
CCN1CNC(=S)N(c2ccccc2C)C1,-2.0
Nn1c(SCc2ccc(F)cc2)nnc1-c1ccncc1,-2.2
O=C1N[C@@H](Cc2c[nH]c3ccccc23)COC(=O)[C@@H](Cc2ccc(F)cc2)C/C=C\C[C@H]1CC(=O)N(CCO)Cc1ccccc1,-7.3
COC(=O)C1(Cc2ccc(O)c(CC3OC3(C)C)c2)OC(=O)C(O)=C1c1ccc(O)cc1 (stereo not drawn),8.2
CSc1ccccc1NC(=O)c1c(C)noc1C,1.4
O=c1[nH]c(=O)c2nnc(N/N=C/c3ccccc3F)nc2[nH]1,3.2
CC(=O)Nc1cccc(-c2ccnc3c2CC(C(=O)Nc2cccc(NS(C)(=O)=O)c2)O3)c1 (stereo not drawn),16.8*
COc1ccc(Cl)cc1NC(=O)Nc1ccccc1C(N)=O,8.3
CC1(c2nnnn2Cc2ccccc2)CCC(=O)N1Cc1cccc(C(F)(F)F)c1 (stereo not drawn),1.3
Cc1nn(Cc2ccc([N+](=O)[O-])cc2)c(=O)n1-c1cccc(F)c1,-0.4
COc1ccc(CC(=O)NCc2ccccc2)cc1OC,0.1
O=C(CS(=O)(=O)Cc1ccccc1)c1ccccc1,0.9

Among those listed so far, two contain a tert-butyl group:
molecule,TTR transcr act
CC(C)(C)NC(=O)C(c1ccc(O)cc1)N(C(=O)Cn1nnc(-c2ccc(F)cc2)n1)c1ccccc1F (stereo not drawn),-0.4
CC(C)(C)c1ccc(S(=O)(=O)N2CCN(Cc3cc4c(cc3O)OCO4)CC2)cc1,14.8*

Back to the main list, starting 3 compounds before the break.
molecule,TTR transcr act
Cc1nn(Cc2ccc([N+](=O)[O-])cc2)c(=O)n1-c1cccc(F)c1,-0.4
COc1ccc(CC(=O)NCc2ccccc2)cc1OC,0.1
O=C(CS(=O)(=O)Cc1ccccc1)c1ccccc1,0.9
Cc1cccc(C)c1OCCCN1CCCC1,-2.8
COC(=O)C1Sc2[nH]c(=O)sc2C(c2ccc(Cl)cc2)C1C(=O)OC (stereo not drawn),-0.6
O=C(Nc1cccc(Cl)c1)c1cnn2cccnc12,1.1
Cc1cccc(NC(=O)C[n+]2cccc(C)c2)c1,-1.6
CCc1cccc(NC(=O)c2cc(S(=O)(=O)N(C)C)ccc2N2CCCC2)c1,-0.6
C=C[C@]12CC[C@H](OC(C)=O)CC1=CCC1C2CC[C@@]2(C)C1CCC21OCCO1 (stereo partly drawn),0.7
CC1CCN(CCNC(=O)c2ccc3c(=O)n(CCc4ccccc4)c(=O)[nH]c3c2)CC1,1.5
COC(=O)C(NC(=O)c1ccccc1)(Nc1cc(C)cc(C)n1)C(F)(F)F (stereo not drawn),-0.6
COc1ccc(-c2ocnc2C(=O)NCc2nn(-c3ccccc3)nc2C)cc1,-3.4
CC1(c2nnnn2Cc2ccccc2)CCC(=O)N1CC1CCCCC1 (stereo not drawn),2.2
Cc1ccc(CN2CCC(CNC(=O)Nc3ccccc3F)CC2)cc1,0.1
CN(CC(=O)Nc1cccc(F)c1)CC(=O)N(C)CC(=O)Nc1ccccc1Br,-2.0
N#CC1=C(N)N2C(=C(C#N)C1c1ccc(Br)cc1)Nc1ccccc12 (stereo not drawn),-5.3
O=C(Cn1cnc([N+](=O)[O-])n1)N/N=C/c1ccccc1O,2.1
CCNc1nc(NCC)n2c(SC(C)C(=O)c3ccc(C)cc3)nnc2n1 (stereo not drawn),-1.2
Cn1c(NC(=O)c2ccc(Cl)cc2Cl)cc(=O)n(C)c1=O,7.7
COc1ccc(/C=C/C(=O)O)cc1S(=O)(=O)N1CCCC1,-1.2
CCN1CCN(CCNC(=O)c2ccc(CS(=O)c3ccc(Br)cc3)o2)CC1 (stereo not drawn),0.3
COC(=O)c1cccc(N(C(=O)c2cnccn2)C(C(=O)NCc2ccccc2)c2ccco2)c1 (stereo not drawn),0.7
CC1CCN(CCOc2ccc(C(=O)c3ccccc3)cc2)CC1,-1.8

3 entries from above, as labelled records.
C=C[C@]12CC[C@H](OC(C)=O)CC1=CCC1C2CC[C@@]2(C)C1CCC21OCCO1 (stereo partly drawn)
  TTR transcr act: 0.7
CC1CCN(CCNC(=O)c2ccc3c(=O)n(CCc4ccccc4)c(=O)[nH]c3c2)CC1
  TTR transcr act: 1.5
COC(=O)C(NC(=O)c1ccccc1)(Nc1cc(C)cc(C)n1)C(F)(F)F (stereo not drawn)
  TTR transcr act: -0.6

(continued)
molecule,TTR transcr act
CCOc1ccc(NC(=O)CSC2=NCCN2)cc1,7.4
Nc1c2c(nc3ccccc13)CSCC2,-1.8
COc1cc(/C=C2\SC(=S)N(Nc3ncc(C(F)(F)F)cc3Cl)C2=O)ccc1O,-2.0
c1ccc2c(CSc3nnc(-c4ccncc4)o3)cccc2c1,-1.9
COc1ccc(S(=O)(=O)N(C)C[C@@H]2Oc3ccc(NC(=O)Nc4c(C)noc4C)cc3C(=O)N([C@H](C)CO)C[C@@H]2C)cc1,2.6
CCOC(=O)N1CCN(c2nc(-c3ccc(OC)cc3)no2)CC1,-2.6
COc1cc(/C=C(\C#N)C(=O)Nc2ccc3ccccc3c2)c([N+](=O)[O-])cc1OC,-0.2
CCOC(=O)CSc1nnc(CSc2nc(C)cc(C)n2)n1Cc1ccco1,1.1
CC(Sc1ccccc1)C(=O)Nc1ccc(N2CCOCC2)cc1 (stereo not drawn),0.6
CCN(CC(=O)Nc1c(F)cccc1F)C(=O)Cc1c(C)nc2ccccc2c1C,-1.0
CCCCOCCCNC(=O)C[C@@H]1C[C@@]2(C(=O)OC)CCCCC=C2N(CCc2ccc(OC)c(OC)c2)C1=O,-0.8
CCOC(=O)/C(C#N)=C/c1cn(CCC(=O)O)nc1-c1cccc(Br)c1,1.5
CC(NC(=O)c1ccccc1SCC(=O)N1CCCC1)c1ccc(F)cc1 (stereo not drawn),-1.2
COCCN(C(=O)C(C)C)c1nnc(-c2ccc(C(C)(C)C)cc2)s1,-1.4
Cc1ccc(-c2nc(CS(=O)(=O)CC(=O)NC3CC3)c(C)o2)cc1,-0.8
CC(=O)N1CCN(C(=O)c2ccc(S(=O)(=O)Nc3ccccc3C)cc2)CC1,-0.9
COc1ccccc1NC(=O)COC(=O)C1=NN(c2ccccc2)C(=O)CC1,0.1
CC(=O)Nc1ccc(OC(=O)c2ccc(Br)c([N+](=O)[O-])c2)cc1,1.4
COc1ccc2[nH]c3c(c2c1)CCN1C(=O)C(CC(=O)NC(C)(C)C)C[C@H](C(=O)N2CCCCC2)[C@@]31CCc1ccccc1 (stereo partly drawn),0.7
O=C(Nc1cccc(NC(=O)c2cccs2)c1)c1ccc2c(c1)OCO2,7.5
Cc1ccc2nc(NC(=O)C3CCN(S(=O)(=O)c4ccc5c(c4)oc(=O)n5C)CC3)sc2c1,-0.2
O=C(c1cccc(Cl)c1)N1CCN(Cc2ccccc2)CC1,-1.6
O=C(N1CCOCC1)N1CCN(S(=O)(=O)c2ccccc2)C1,1.9
O=C(NCc1cccc(Cl)c1)c1cnccn1,0.8
CC12C(=O)N(c3ccc(C(=O)N4CCOCC4)cc3)C(=O)C1C1c3ccccc3C2c2ccccc21 (stereo not drawn),5.7
CCC(=O)N1CCc2cc(S(=O)(=O)NC(C(=O)NC3CCCc4ccccc43)C(C)C)ccc21 (stereo not drawn),2.2
O=C1C2C(c3ccccc3)(C(=O)N1c1ccc(Cl)cc1)C2(c1ccccc1)c1ccccc1 (stereo not drawn),-3.2
CCc1ccc2[nH]c(=O)c(-c3ccccc3)c(O)c2c1,0.4
OCCNCc1ccc(-c2ccccc2)cc1,-0.6
O=C(Nc1cccnc1)c1cc(-c2ccc(F)cc2)on1,-0.5
CC(/C=C1\SC(=S)N(CCC(=O)Nc2cccc(C(=O)O)c2)C1=O)=C\c1ccccc1,0.1
CN1C(=O)CSc2ccc(NC(=O)NCc3ccc(F)cc3)cc21,-1.0
O=C(NC1CC1)c1cc(=O)c2ccccc2o1,0.2
Cc1c(NC(=O)c2ccc3c(c2)C(=O)N(CC2CCCO2)C3=O)cccc1C(=O)O (stereo not drawn),8.7
O=C(c1ccco1)N1CCN(c2ncnc3c2oc2ccccc23)CC1,0.4
COc1ccc(Nc2nc(N)nc(CN3CCC(C)CC3)n2)cc1,0.8
O=C1C(=Cc2cn(-c3ccccc3)nc2-c2ccc(OCc3ccccc3F)cc2)SC(=S)N1CCS(=O)(=O)O,5.7
COc1ccc(-c2cc([C@H]3[C@@H]4C=CCC[C@@]4(C)C(=O)N3Cc3ccccc3)ccc2F)cc1,1.0

Only part of the results is shown; the hit share may differ from the screen's.
